TEAD-YAP block – TEAD-YAP interaction inhibition; HEK-TIYL cells, TEAD-Gal4/YAP UAS-luciferase luminescence; inhibition, % at 9.12 µM; 640,000 tested, 1.4% active; AID 1259422; in the data active = inhibition above about 32%;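 also: 0% = median of test compound wells and 100% = reference inhibitor wells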
FBW7 act – human FBW7 E3 ligase activation, primary screen; 650,000 tested, 0.13% active; AID 1259310; normalized activity (activation), % at 26.1 µM; AlphaScreen FBW7–phospho-cyclin E peptide binding, activator screen; Q969H0; in the data active = normalized activity above about 1.9%;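 also: purified mutant Fbw7 with reduced substrate affinity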
GPR151 ag – activators of human GPR151 | Q8TDV0 | PathHunter beta-arrestin GPR151 cells, luminescence | 650,000 tested, 1% active | activation, % at 11.2 µM | AID 1508602; in the data active = activation above about 4.9%;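 also: 0% = median of compound wells and 100% = cells with positive control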
Target sequence (Q8TDV0 whole entry, looked up): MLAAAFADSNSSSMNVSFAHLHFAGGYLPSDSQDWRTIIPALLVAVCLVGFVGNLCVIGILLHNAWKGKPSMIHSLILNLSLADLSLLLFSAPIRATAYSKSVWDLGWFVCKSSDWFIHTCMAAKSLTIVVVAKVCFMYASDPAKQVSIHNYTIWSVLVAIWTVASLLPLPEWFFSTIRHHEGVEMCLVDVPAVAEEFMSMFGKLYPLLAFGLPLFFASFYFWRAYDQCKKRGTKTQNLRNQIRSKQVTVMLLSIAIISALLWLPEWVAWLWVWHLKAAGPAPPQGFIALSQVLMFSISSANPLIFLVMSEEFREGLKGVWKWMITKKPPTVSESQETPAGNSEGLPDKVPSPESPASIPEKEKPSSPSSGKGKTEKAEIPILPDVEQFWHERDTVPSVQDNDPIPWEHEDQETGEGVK
MITF inh – human MITF inhibition, primary screen. inhibition, % at 2.6 µM. AID 1259374. AlphaScreen MITF homodimerization, bead proximity signal. 650,000 tested, 0.91% active. O75030; in the data active = inhibition above about 50%;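 also: 0% = vehicle wells with protein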
Target sequence (O75030 whole entry, looked up): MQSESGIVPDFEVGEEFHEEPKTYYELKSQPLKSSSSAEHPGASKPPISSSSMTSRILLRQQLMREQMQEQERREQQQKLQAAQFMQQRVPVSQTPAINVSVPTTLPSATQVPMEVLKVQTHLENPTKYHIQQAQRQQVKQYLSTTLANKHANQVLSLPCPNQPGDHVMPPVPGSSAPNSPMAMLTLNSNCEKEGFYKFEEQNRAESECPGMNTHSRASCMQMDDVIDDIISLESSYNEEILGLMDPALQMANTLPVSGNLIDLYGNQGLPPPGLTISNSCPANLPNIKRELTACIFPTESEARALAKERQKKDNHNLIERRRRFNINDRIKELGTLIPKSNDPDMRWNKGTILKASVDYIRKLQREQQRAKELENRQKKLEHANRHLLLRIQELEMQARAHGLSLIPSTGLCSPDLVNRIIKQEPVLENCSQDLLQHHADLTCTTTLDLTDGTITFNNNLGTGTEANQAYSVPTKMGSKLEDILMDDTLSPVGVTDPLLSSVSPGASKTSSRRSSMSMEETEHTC
An asterisk follows results filed as active.

The opening four entries, ahead of the listing:
SMILES	TEAD-YAP block	FBW7 act	GPR151 ag	MITF inh
N#C/C(=C\c1ccc(N2CCCCC2)c([N+](=O)[O-])c1)c1nn(CCO)c(N)c1C#N	9	0.2	2.3	19
O=C(COC(=O)c1cc(Cl)ccc1[N+](=O)[O-])c1ccc(Cl)s1	8	-0.1	-0.7	9
Cc1nc2c(C)cccn2c1C(=O)N1CCCC1	5	-0.2	0.8	8
CC(C)n1cnc2c(Nc3ccc(N4CCOCC4)cc3)nc(Nc3ccncc3)nc21	14	-0.1	-0.2	5

The listing, from the first entry:
SMILES	TEAD-YAP block	FBW7 act	GPR151 ag	MITF inh
N#C/C(=C\c1ccc(N2CCCCC2)c([N+](=O)[O-])c1)c1nn(CCO)c(N)c1C#N	9	0.2	2.3	19
O=C(COC(=O)c1cc(Cl)ccc1[N+](=O)[O-])c1ccc(Cl)s1	8	-0.1	-0.7	9
Cc1nc2c(C)cccn2c1C(=O)N1CCCC1	5	-0.2	0.8	8
CC(C)n1cnc2c(Nc3ccc(N4CCOCC4)cc3)nc(Nc3ccncc3)nc21	14	-0.1	-0.2	5
CCN(CC)S(=O)(=O)c1ccc(N/N=C(\C)c2ccc3c(c2)OCCO3)c([N+](=O)[O-])c1	4	0.1	0.5	-10
COc1ccccc1NC(=O)c1ccccc1-c1nc(-c2ccccc2OC)no1	-9	-0.1	-0.5	5
COC(=O)[C@H](CC(C)C)NC(=O)CCc1nnc(CCc2ccccc2)o1	-18	0.1	-0.9	11
CC1(C)CC(=O)C(CC(=O)NC(=O)NCc2ccccc2)=C(O)C1	-6	-0.1	-1.0	-10
Cc1ccc(-c2nnn(CC(=O)N(CC(=O)NC(C)(C)C)c3ccccc3)n2)o1	14	-0.1	0.5	2
O=C(CSc1nnc2n(CC(=O)NC3CCCCC3)c3ccccc3n12)NC1CC1	2	0.0	0.9	-9
CCn1c(=O)c(C(=O)NCc2ccncc2)c(O)c2ccccc21	2	-0.1	0.6	-5
CC(=O)N1CCC(C(=O)NCCN2Cc3ccccc3OC(c3ccsc3)C2)CC1 (stereo not drawn)	-12	-0.2	0.2	-7
Cc1ccc(Nc2cc(C)nc3nc(C)nn23)c(C)c1	-7	0.0	0.4	-1
O=C(Nc1cc(Cl)ccc1Oc1ccc(Br)c2ccccc12)c1cc(Cl)cc(Cl)c1O	7	0.1	-0.2	7
CN(C)C1=NC(C(F)(F)F)(C(F)(F)F)N=C(c2ccco2)O1	11	0.2	0.0	19
CC1(C)CC(NC2CCCCC2)CC(C)(C)N1	3	0.0	0.8	11
CCOC(=O)N1CCN(C(=O)CCn2nc(-c3ccc(Cl)cc3)ccc2=O)CC1	-1	-0.1	0.2	13
CCOC(=O)C1(CCOc2ccccc2)CCN(C(=O)NCCc2ccccc2)CC1	-17	0.0	0.0	-8
CC1(C)CC(=O)C2=C(C1)Nc1ccc3ccccc3c1C2c1cc([N+](=O)[O-])ccc1Cl (stereo not drawn)	14	0.9	0.5	17
COC(=O)c1c(NC(=O)c2ccc(Cl)s2)sc2c1CC(C)(C)NC2(C)C	3	0.1	0.1	0
Cc1ccc(CNS(=O)(=O)c2ccc(F)c(F)c2F)cc1	-2	0.0	1.8	-1
COc1nccc(Nc2ccccc2)c1C#N	9	0.0	0.4	42
CC(=O)Cn1c2ccccc2n2nc(C)c(=O)nc12	18	0.0	0.5	-1
COc1ccc(CN2CCNC(=O)C2CC(=O)NCCc2ccccc2OC)c(OC)c1 (stereo not drawn)	0	-0.1	1.2	-18
O=C(Nc1ccc2c(c1)oc1ccccc12)c1cc(I)ccc1Cl	-8	0.0	1.5	-4

More compounds.
SMILES	TEAD-YAP block	FBW7 act	GPR151 ag	MITF inh
N#C/C(=C\c1ccc(-c2ccc([N+](=O)[O-])cc2Br)o1)C(N)=S	0	-0.1	-1.0	-9
O=C(Cn1ncn2cccc2c1=O)Nc1ccc(F)cc1	4	0.0	-1.7	5
COc1ccccc1N1CCN(C(=O)COc2ccc(C)cc2Br)CC1	-4	0.0	2.4	14
COc1ccc(CCNc2cc(N3CCN(S(=O)(=O)c4ccccc4)CC3)ccc2[N+](=O)[O-])cc1OC	-9	-0.3	0.5	-11
Cc1ccc(Cl)c2sc(=NC(=O)C3CCCN3S(C)(=O)=O)n(C)c12 (stereo not drawn)	5	-0.1	-0.1	-12
CCn1c(SCc2cccc(C(=O)O)c2)nnc1-c1ccco1	1	-0.1	0.7	29
COc1ccc(NC(=O)NCC(c2ccsc2)N(C)C)cc1 (stereo not drawn)	-5	-0.2	-1.0	-8
COCc1ccc(CN2CCCC(CNC(=O)Cc3ccc(OC)cc3)C2)o1 (stereo not drawn)	0	-0.1	1.2	-4
Cc1cccc(Nc2cc(N3CCCC3)c3noc4c3c2C(=O)c2ccccc2-4)c1	-1	-0.3	-0.6	20
CC1CCC2C(=O)N(c3ccc(C(=O)Nc4ccc(F)cc4)cc3)C(=O)C2C1 (stereo not drawn)	3	0.0	1.4	-1
COc1ccccc1CC(NC(C)=O)C(=O)NC1CCN(c2ncccc2[N+](=O)[O-])CC1 (stereo not drawn)	5	0.1	-0.6	-1
COc1ccccc1C(=O)Nc1ccc(NC(=O)C(C)C)cn1	-37	0.0	-0.5	7
Cc1ccc(C)c(CN2CCN3CCCC3C2C)c1 (stereo not drawn)	5	0.1	2.5	5
CCCCN(C)C(=O)c1ccc2c(c1)N(CC)C(=O)c1ccccc1S2=O (stereo not drawn)	-18	0.0	0.7	14
CN1C(C(=O)NC2CCCC2)=CC(c2cccs2)=NS1(=O)=O	4	0.1	-0.9	8
CSCCCNC(=O)CC1C(=O)NCCN1Cc1cccc(Oc2ccccc2)c1 (stereo not drawn)	11	-0.1	0.1	0
Cc1ccc(S(=O)(=O)C(CNC(=O)C(=O)NC2CCCCC2)c2ccco2)cc1 (stereo not drawn)	2	0.0	-0.3	-8
CCCCCC(=O)NC(Cc1ccc(OC)c([N+](=O)[O-])c1)C(=O)O (stereo not drawn)	-1	0.4	1.8	10
CCCCC(=O)N1CCCC(c2nnc(-c3ccc4c(c3)OCO4)o2)C1 (stereo not drawn)	0	0.1	1.8	7
Cn1cnnc1-c1cccc(N)c1	1	-0.1	1.0	6
O=C(CCNc1cccc(F)c1)c1cccs1	-31	0.1	-1.5	15
O=C(Nc1cc(C(F)(F)F)ccc1Cl)c1ccc(F)c(S(=O)(=O)N2CCCCC2)c1	1	0.3	-0.7	4
O=C(Nc1ccc2c(c1)OCO2)c1ccc2c(c1)C(=O)N(C1CCCCC1)C2=O	0	0.1	0.8	-11
NC(=O)c1ccccc1-c1nc(-c2ccccc2Cl)no1	-14	-0.2	-0.2	-1
CCN(CC)S(=O)(=O)c1ccc(C(=O)Nc2nc3c(cc4c5c(cccc53)CC4)s2)cc1	-10	0.3	-0.5	-7

(more compounds)
SMILES	TEAD-YAP block	FBW7 act	GPR151 ag	MITF inh
CCOC(=O)C1=C(N)N(c2cccc([N+](=O)[O-])c2)C2=C(C(=O)CC(C)(C)C2)C1c1ccc(F)cc1 (stereo not drawn)	-6	-0.2	0.3	-8
CN(C(=O)CC(=O)N(C)C1CCCCC1)C1CCCCC1	-1	-0.1	1.2	-13
Nc1ccc(N=CC2=C(O)CC(c3ccccc3)CC2=O)cc1 (stereo not drawn)	-2	-0.5	0.1	1
CC(C)(C)NC(=O)CN1CCN(c2ccc(F)cc2)C1=O	0	0.2	0.2	10
Cc1nc2ccc(S(=O)(=O)NC(C(=O)NCc3ccc(F)cc3)C(C)C)cc2s1 (stereo not drawn)	12	-0.1	0.0	-16
Cc1ccc(C2=N/C(=C\c3cccnc3)C(=O)O2)cc1[N+](=O)[O-]	10	0.0	1.5	14
C/C(=N\NC(=S)NC(C)C)c1cccs1	-1	-0.1	2.0	13
CCC1SC(=Nc2ccccc2C)NC1=O (stereo not drawn)	4	-0.1	-1.7	-9
O=C(c1cccc(I)c1)N1CCN(c2ccc(N3CCCCC3)nn2)CC1	6	0.0	-0.6	8
CCCCOC(=O)c1ccc(NC(=O)c2ccc(Cl)c(Cl)c2)cc1	1	0.2	0.4	16
CC(NC(=O)/C(=C\c1ccco1)NC(=O)c1ccc(Br)cc1)C(=O)O (stereo not drawn)	0	-0.2	1.6	-3
COc1cc(/C=N/NC(=O)C2CCN(S(=O)(=O)c3ccccc3)CC2)ccc1O	-1	0.0	1.3	-11
CCn1cc(C(=O)NCCCOC(C)C)c(=O)c2cc(S(=O)(=O)N3CCCC3)ccc21	-1	-0.3	2.1	-2
CC(=O)c1c(C)oc2ccc(N(C(=O)c3ccncc3)S(=O)(=O)c3ccccc3)cc12	10	0.2	0.9	9
CCC(C)C(=O)C(=O)NCC1Cc2cc(-c3cncnc3)cc(Cl)c2O1 (stereo not drawn)	10	0.8	-0.6	8
Cc1ccc(-c2nc3ncccc3o2)cc1NC(=O)c1ccc(Cl)c([N+](=O)[O-])c1	-6	-0.3	0.2	12
Cc1ccc(C)c(NS(=O)(=O)c2ccc3c(c2)C(=O)c2cc(S(=O)(=O)Nc4cc(C)ccc4C)ccc2-3)c1	5	0.1	0.0	12
CCOC(=O)c1cccc(NC(=O)CN2C(=O)C3CC=CCC3C2=O)c1 (stereo not drawn)	8	0.1	-0.7	-19
CC(=O)c1cccc(-c2nc(NCCN(C(C)C)C(C)C)c3ncn(C(C)C)c3n2)c1	21	-0.2	0.6	-11
O=C(Cn1c(=S)[nH]c2ccccc2c1=O)NC1CCCCC1	-11	0.0	4.2	-17
CCC(=O)c1ccccc1NC(=O)c1ccccc1Br	3	-0.1	1.0	7
Cc1cc(NC(=O)NC(=O)c2ccc(F)cc2F)n[nH]1	9	-0.1	-3.3	13
Cc1ccc(OCCSc2nc3ccccc3o2)cc1C	2	0.1	0.5	-4
COC(=O)c1c(NC(=O)COc2cc(C)ccc2C)sc2c1CCCC2	-2	0.2	1.4	4
Cc1ccccc1CNC(=O)CN1C(=O)c2ccccc2S1(=O)=O	-1	0.0	0.4	-10

Quoted at random: two records from the list
SMILES	TEAD-YAP block	FBW7 act	GPR151 ag	MITF inh
Cc1ccccc1CNC(=O)CN1C(=O)c2ccccc2S1(=O)=O	-1	0.0	0.4	-10
Cc1ccc(C2=N/C(=C\c3cccnc3)C(=O)O2)cc1[N+](=O)[O-]	10	0.0	1.5	14

(list continues)
SMILES	TEAD-YAP block	FBW7 act	GPR151 ag	MITF inh
CCOc1ccc(C(=O)CC2(O)C(=O)Nc3ccc(Cl)cc32)cc1 (stereo not drawn)	-1	-0.1	0.5	12
COc1cccc(-n2nc(C(=O)N3CCN(c4ccccc4OC)CC3)c3ccccc3c2=O)c1	24	-0.2	0.4	8
CN(C)c1ccc(NC(=S)NC(=O)c2ccco2)cc1	-49	-0.2	-4.4	19
CC1CCCCN1C(=O)c1cc2n(n1)C(C(F)(F)F)CC(c1ccc(Cl)c(Cl)c1)N2 (stereo not drawn)	-7	-0.1	-0.4	-11
O=C(NCc1ccco1)c1ccc2nc(-c3ccc(F)cc3)c(-c3ccc(F)cc3)nc2c1	-12	0.5	0.5	7
O=C(CSc1nnc(NC(=O)COc2ccc(Cl)cc2)s1)Nc1ccccc1	6	-0.1	-1.6	-10
CCCCCOc1ccc(NC(=O)c2ccc(C(=O)Nc3ccc(OCCCCC)cc3)nc2)cc1	-8	0.6	-0.2	2
COc1ccc([N+](=O)[O-])cc1N(CC(O)CN(C)C)S(=O)(=O)c1ccccc1 (stereo not drawn)	1	-0.3	-1.2	-6
C=CCNC(=O)C(=O)NCC1OCCCN1S(=O)(=O)c1c(C)cc(C)cc1C (stereo not drawn)	2	0.0	-1.0	8
Cc1cnc(NC2CCN(Cc3ccccc3)CC2)nc1NCCO	8	0.3	-0.3	3
Cc1ccc(C(=O)COC(=O)c2ccc(NC(=O)c3ccc(Cl)cc3)cc2)cc1[N+](=O)[O-]	1	-0.1	1.4	-22
COC(=O)c1cc(COC(=O)/C=C/c2nc3ccccc3s2)oc1C	6	-0.1	-0.1	0
O=C(NCc1ccccc1)c1ccccc1NS(=O)(=O)c1ccc(Br)cc1	2	0.1	0.5	-2
CC(C)(C)NC(=O)NC(=O)COC(=O)Cc1ccc(Cl)cc1Cl	7	0.1	2.5	-5
CCc1ccccc1N(CC(=O)NCc1ccccn1)S(C)(=O)=O	6	1.2	-1.5	10
CCOC(=O)c1c(CN2CCCCC2C)n(-c2ccccc2)c2cc(Br)c(OC(C)=O)cc12 (stereo not drawn)	1	0.5	-0.4	0
O=C(N/N=C/c1ccc([N+](=O)[O-])cc1)c1cc(Br)ccc1O	-5	0.0	-2.8	10
Cc1cc(C)cc(C(=O)NCCc2csc(-c3cccc(F)c3)n2)c1	4	0.2	0.0	-6
COc1cccc(C(=O)NC(C)c2nnc3n2CCN(CC(C)C)CC3)c1 (stereo not drawn)	0	0.2	1.1	10
O=C1CC2(CCN(C(=O)c3ccccc3Cl)CC2)Oc2ccccc21	0	0.3	-1.4	4
Cc1cc(C)n2c(SCC(=O)N3CCCCCC3)nnc2n1	1	0.3	0.1	16

Profiles as entered above:
CCc1ccccc1N(CC(=O)NCc1ccccn1)S(C)(=O)=O across the screens: TEAD-YAP block: 6; FBW7 act: 1.2; GPR151 ag: -1.5; MITF inh: 10
Cc1cnc(NC2CCN(Cc3ccccc3)CC2)nc1NCCO across the screens: TEAD-YAP block: 8; FBW7 act: 0.3; GPR151 ag: -0.3; MITF inh: 3

Rows were taken by chance, and some 3.4% of all compounds hit somewhere here.
